TrxR1 substrate: substrates of rat thioredoxin reductase 1 | O89049 | purified TrxR1 substrate turnover, NADPH consumption readout | 390,000 tested, 0.01% active | Potency, µM (titrated, usually from 114 µM), for the others: at the highest dose activity change, negative = substrate turnover; further: potency means the concentration at half of the fitted maximal effect; on the % scale 0 is the no-effect control and ±100 the full control effect; nearly all actives have a fitted effect of over 50% in size
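Rat TrxR1, dispensed at 90 nM, was prereduced with 400 uM NADPH (final) for 5 min at ~22 deg C, then incubated with compound 15 min before 400 uM selenite. A first-read NADPH fluorescence drop versus no-compound background flagged substrates.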
Tb PGK inh: T. brucei PGK inhibition; P07378; PGK/GAPDH coupled, Kinase-Glo luminescence, 60 min; Potency, µM (top dose mostly 57.5 µM), without a hit: at the highest dose activity change, negative = inhibition, most hits filed as inhibitors; 380,000 tested, 0.043% active; AID 602233; further: potency means the concentration at half of the fitted maximal effect; on the % scale 0 is the no-effect control and ±100 the full control effect; nearly all actives have a fitted effect of over 60% in size
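Luminescent ATP detection (Kinase-Glo Plus) follows a 60-minute room-temperature incubation, with wells lacking PGK as controls. Buffer: 100 mM TEA (pH 7.6), 5 mM MgCl2, 0.01% Tween-20. Coupling enzyme GAPDH (100 nM final) supplies unstable 1,3-BPG in-well.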
Pin1 inh: inhibitors of human Pin1; Pin1 FP peptide displacement, HiFluor488, 10 min; Potency, µM (doses to about 115 µM), for inactives: top-dose activity, negative = inhibition, usual class: inhibitors; 390,000 tested, 0.009% active; active means well fitted inhibition curve with a large enough effect in the polarisation, with a control signal flat, not every such curve was filed as active; inconclusive means small, poorly fitted or top-dose-only effect, or effect the other way, or a change in a side signal; inactive means no such curve, though single readings can be large or run the other way; the % refers to the polarisation; further: potency means the concentration at half of the fitted maximal effect; on the % scale 0 is the no-effect control and ±100 the full control effect
USP1-UAF1 inh: inhibitors of human USP1/UAF1 deubiquitinase; O94782; recombinant USP1/UAF1, Ub-Rhodamine cleavage fluorescence; Potency, µM (series often up to 57.1 µM), for inactives: top-dose activity change, negative = inhibition, actives largely listed as inhibitors; 390,000 tested, 0.23% active; AID 743255; further: potency means the concentration at half of the fitted maximal effect; on the % scale 0 is the no-effect control and ±100 the full control effect; nearly all actives have a fitted effect of over 60% in size; inactives centre near -12
Target sequence (O94782 whole entry, looked up): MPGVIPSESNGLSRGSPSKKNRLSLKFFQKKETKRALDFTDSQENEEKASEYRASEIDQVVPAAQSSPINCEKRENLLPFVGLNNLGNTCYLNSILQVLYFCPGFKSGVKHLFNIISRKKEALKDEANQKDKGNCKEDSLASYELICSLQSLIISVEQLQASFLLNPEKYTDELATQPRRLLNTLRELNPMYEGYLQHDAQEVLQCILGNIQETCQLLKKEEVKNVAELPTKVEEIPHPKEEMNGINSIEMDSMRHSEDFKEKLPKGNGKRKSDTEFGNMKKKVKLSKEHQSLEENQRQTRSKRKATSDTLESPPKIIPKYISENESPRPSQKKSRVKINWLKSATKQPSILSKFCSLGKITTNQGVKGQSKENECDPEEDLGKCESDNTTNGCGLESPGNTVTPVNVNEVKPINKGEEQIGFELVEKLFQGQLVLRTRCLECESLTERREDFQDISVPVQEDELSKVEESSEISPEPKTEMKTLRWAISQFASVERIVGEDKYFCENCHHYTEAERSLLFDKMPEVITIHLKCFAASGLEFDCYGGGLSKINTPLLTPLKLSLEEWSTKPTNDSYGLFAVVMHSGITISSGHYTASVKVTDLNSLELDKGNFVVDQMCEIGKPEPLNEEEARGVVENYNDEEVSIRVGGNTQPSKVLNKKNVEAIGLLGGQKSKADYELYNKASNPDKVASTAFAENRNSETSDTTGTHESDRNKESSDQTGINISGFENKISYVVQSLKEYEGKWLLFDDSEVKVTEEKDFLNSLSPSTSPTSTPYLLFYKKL
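In this screen, compounds sit with the deubiquitinase complex (1nM) for 15 min at room temperature before Ub-Rho is added at 150nM final. Fluorescence rise is then followed for 6 reads every 60 seconds.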
HP1b chromo inh: HP1-beta chromodomain-methylated histone interaction inhibition. AID 540317. P83916. Potency, µM (top dose mostly 114 µM), inactives show top-dose activity change, negative = inhibition, hits mostly inhibitors. AlphaScreen HP1-beta / biotin-H3K9me3 peptide binding. 390,000 tested, 0.56% active; further: potency means the concentration at half of the fitted maximal effect; nearly all actives have a fitted effect of over 70% in size; inactives centre near 23
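AlphaScreen: HP1-beta (50 nM) preformed 30 min with biotin-H3(1-18)K9me3 peptide (50 nM) in PBS pH 7.4, 0.01% Tween-20. Compound added for 30 min at RT, then streptavidin donor/nickel chelate acceptor beads (10 ug/mL) for 30 min.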
IDH1 R132H inh: blocks human mutant IDH1 R132H enzyme. O75874. IDH1-R132H enzyme, NADPH consumption, diaphorase/resazurin fluorescence. Potency, µM (titrated, usually from 76.6 µM), for the others: top-dose activity change, negative = inhibition, most hits filed as inhibitors. 390,000 tested, 0.093% active; further: potency means the concentration at half of the fitted maximal effect; on the % scale 0 is the no-effect control and ±100 the full control effect; nearly all actives have a fitted effect of over 65% in size
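IDH1-R132H (0.5 ug/mL dispensed) in pH 7.5 Tris buffer was preincubated 30 min with compound, then given a substrate mix of 0.016 mM NADPH and 2 mM alpha-KG for 80 min at room temperature; remaining NADPH was read by diaphorase/resazurin fluorescence.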
GLS inh: glutaminase GLS (human) inhibition | O94925 | GLS enzymatic activity, qHTS titration | Potency, µM (top dose mostly 45.5 µM), without a hit: at the highest dose activity change, negative = inhibition, actives largely listed as inhibitors | 410,000 tested, 0.21% active; further: potency means the concentration at half of the fitted maximal effect; on the % scale 0 is the no-effect control and ±100 the full control effect
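Human kidney-isoform GLS in 45 mM KH2PO4 pH 8.2, 0.02% Tween-20, with compound, started with 1mM L-Glutamine (added stock). Glutamate oxidase/HRP/Amplex red coupled fluorescence read at start and after 30 min at RT.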
rTrxR1 inhibitor: blocks rat thioredoxin reductase 1; 390,000 tested, 1% active; Potency, µM (titrated, usually from 114 µM), for the others: at the top dose activity change, negative = inhibition, most hits filed as inhibitors; recombinant rTrxR1, NADPH fluorescence consumption, selenite substrate; further: potency means the concentration at half of the fitted maximal effect; on the % scale 0 is the no-effect control and ±100 the full control effect; nearly all actives have a fitted effect of over 65% in size
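Rat TrxR1 (90 nM in the dispensed reagent) was pre-reduced with 400 uM NADPH for 5 min at room temperature, then incubated with compound for 15 min. After 400 uM selenite was added, NADPH fluorescence (Ex 340/Em 450 nm) was followed for 8 min.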
PI4K2A block: inhibitors of human PI4K2A; 420,000 tested, 0.13% active; activity change, negative = inhibition, % at 76.9 µM; purified PI4K2A, ADP-Glo luminescence, 1 h; hits give low values; Q9BTU6; in the data active means activity change below about -50%; inconclusive means mostly about -30% to -49%;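 further: -100% = wells without enzyme as full effect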
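ADP-Glo luminescence measured ADP generated by PI4K2A enzyme (4 ug/mL before mixing) with 1.2 mM PI substrate (pre-mix) and 300 microM ATP (pre-mix). Tris pH7.5 buffer with MgCl2, Triton X-100; 1 h reaction at ambient temperature.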
The depositor's hits bear a star; i = inactive; ? = inconclusive; . = no result given; & = joins results of further samples; [ ] = dose if it differs, or a comment. Unless noted, the call rests on the fitted dose curve; in most records, active means well fitted curve in the direction sought with a large enough effect; inconclusive means small, poorly fitted or top-dose-only effect, or another doubt; inactive means no such curve, though single readings can be large; an effect the other way counts as inactive or inconclusive. These rows are one share of the data; rates above refer to the full screens.

| structure | TrxR1 substrate | rTrxR1 inhibitor | IDH1 R132H inh | Pin1 inh | USP1-UAF1 inh | HP1b chromo inh | GLS inh | PI4K2A block | Tb PGK inh |
| --- | --- | --- | --- | --- | --- | --- | --- | --- | --- |
| N/C(=N\N=C/c1ccc(-c2ccc(O)c(C(=O)O)c2)o1)N[N+](=O)[O-] | -13% | ? | 5% | ? | -18% | 16µM* | -21% | -12 | 10µM* |
| CCC(N)Cc1c[nH]c2ccccc12 (stereo not drawn) | 6%[57.1 µM] | 2%[57.1 µM] | -9% | 2% | -21% | 46%[activator] | 10%&2% | 3 | -6% |
| COc1nc2ccccc2c(=O)n1-c1ccc(Cl)cc1 | -6% | -9% | 5% | 8% | -16% | 45%[activator] | 0% | 3 | -8% |
| CN(C)CC1CSCCC1(O)c1cccc(Cl)c1 (stereo not drawn) | -12% | -13% | -2% | -1% | -19% | 41%[activator] | -8% | 0 | 7% |
| CCOC(=O)c1ccc(N2C(=O)CC(N3CC=C(c4ccc(F)cc4)CC3)C2=O)cc1 (stereo not drawn) | 7% | ? | 8% | 7% | -18% | 1% | -25% | -4 | -6% |
| CCn1ccnc1CN1CCCC(C(=O)c2cc(Cl)ccc2OC)C1 (stereo not drawn) | 0%[57.1 µM] | 32%[57.1 µM] | 14% | 0% | -8% | 11% | 4% | 4 | -1% |
| O=C(COc1ccc(Cl)cc1)NC1CN2CCC1CC2 (stereo not drawn) | 5% | -6% | 9% | 1% | -9% | 31%[activator] | 2% | 10 | -5% |
| CN(C)C(=O)Oc1ccc(OC(=O)c2ccccc2)cc1 | 2%[57.1 µM] | 9%[57.1 µM] | 2% | -3% | 5% | 26% | 2% | -14 | . |
| O=C(NN=Cc1ccc(N(CCCl)CCCl)cc1)c1cccc([N+](=O)[O-])c1 | -7% | -13% | 4% | ? | ? | 47%[activator] | 7% | 4 | -9% |
| COC(=O)c1cn(C(=O)c2cccc3ccccc23)c2ccccc12 | 5% | 12% | 1% | 2% | -16% | 72%[activator] | -1% | -1 | -6% |
| Cc1ccc(S(=O)(=O)N(C)N=O)cc1 | -3% | -4% | 1% | -1% | 4% | 41%[activator] | 6% | 2 | i |
| O=c1cccc2n1CC1CC2CN(S(=O)(=O)c2ccc(F)cc2)C1 (stereo not drawn) | 3%[57.1 µM] | 14%[57.1 µM] | -4% | 1% | -24% | 25% | 0% | 5 | 6% |
| Cc1[nH]n(-c2ccccc2)c(=O)c1C(C[N+](=O)[O-])c1ccccc1Cl (stereo not drawn) | 6%[57.1 µM] | ? | 8% | -7% | ? | 5% | 36%[activator] | -20 | -7% |
| CNC(C)Cc1ccccc1 (stereo not drawn) | 1% | 13% | -4% | 4% | -26% | 20% | 10% | -6 | -5% |

Ordered by count of non-hydrogen atoms (smallest number first): nine of the compounds above.
| structure | TrxR1 substrate | rTrxR1 inhibitor | IDH1 R132H inh | Pin1 inh | USP1-UAF1 inh | HP1b chromo inh | GLS inh | PI4K2A block | Tb PGK inh |
| --- | --- | --- | --- | --- | --- | --- | --- | --- | --- |
| CNC(C)Cc1ccccc1 (stereo not drawn) | 1% | 13% | -4% | 4% | -26% | 20% | 10% | -6 | -5% |
| Cc1ccc(S(=O)(=O)N(C)N=O)cc1 | -3% | -4% | 1% | -1% | 4% | 41%[activator] | 6% | 2 | i |
| CN(C)CC1CSCCC1(O)c1cccc(Cl)c1 (stereo not drawn) | -12% | -13% | -2% | -1% | -19% | 41%[activator] | -8% | 0 | 7% |
| COc1nc2ccccc2c(=O)n1-c1ccc(Cl)cc1 | -6% | -9% | 5% | 8% | -16% | 45%[activator] | 0% | 3 | -8% |
| CN(C)C(=O)Oc1ccc(OC(=O)c2ccccc2)cc1 | 2%[57.1 µM] | 9%[57.1 µM] | 2% | -3% | 5% | 26% | 2% | -14 | . |
| O=c1cccc2n1CC1CC2CN(S(=O)(=O)c2ccc(F)cc2)C1 (stereo not drawn) | 3%[57.1 µM] | 14%[57.1 µM] | -4% | 1% | -24% | 25% | 0% | 5 | 6% |
| COC(=O)c1cn(C(=O)c2cccc3ccccc23)c2ccccc12 | 5% | 12% | 1% | 2% | -16% | 72%[activator] | -1% | -1 | -6% |
| O=C(NN=Cc1ccc(N(CCCl)CCCl)cc1)c1cccc([N+](=O)[O-])c1 | -7% | -13% | 4% | ? | ? | 47%[activator] | 7% | 4 | -9% |
| CCOC(=O)c1ccc(N2C(=O)CC(N3CC=C(c4ccc(F)cc4)CC3)C2=O)cc1 (stereo not drawn) | 7% | ? | 8% | 7% | -18% | 1% | -25% | -4 | -6% |

Compound activity deposited in PubChem by National Center for Advancing Translational Sciences (NCATS).
